M4 ag = human M4 muscarinic receptor agonists, primary screen, CHO-K1 cells, Fluo-8 calcium fluorescence. Muscarinic acetylcholine receptor M4 (Homo sapiens), P08173. CHO-K1 hM4/Gqi5; vehicle 0%, full acetylcholine response 100%. activation, % at 3 µM. actives 0.14% (n = 360,000);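 active = activation above the run mean over all test wells plus 3 SD, cut at about 32% in these data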;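 also: peak over basal fluorescence ratio per well then scaled between controls; 0% = DMSO wells and 100% = acetylcholine at EC100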
CHRM5 PAM = human M5 muscarinic receptor positive allosteric modulators, primary screen, CHO-K1 cells, Fluo-8 calcium fluorescence; CHO-K1 hM5, ACh EC20 PAM; 0% = ACh EC20, 100% = ACh EC100; Muscarinic acetylcholine receptor M5 (Homo sapiens), P08912; actives 0.3% (n = 360,000); activation, % at 3 µM;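 active = activation above the run cutoff, the mean activation of all test compounds plus 3 SD, cut at about 18% in these data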
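Probe or stimulus: acetylcholine, EC20 level; Assay system: human M5 receptor in CHO-K1 cells; Schedule: compound preincubation 140 s before EC20 acetylcholine addition; Technique: intracellular calcium via Fluo-8 fluorescence; Dosing: single-point, 3 µM nominal; Read-out basis: percent activation from peak-over-basal fluorescence ratio, scaled EC20-to-EC100 acetylcholine; Repeats: one well per compound, no replicates.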
M1 PAM = human M1 muscarinic receptor positive allosteric modulators, primary screen, CHO-K1 cells, Fluo-8 calcium fluorescence, 1536-well. actives 0.088% (n = 360,000). AID 588819, 2011. CHO-K1 hM1, ACh EC20; 0% = ACh EC20, 100% = maximal ACh. activation, % at 3 µM. Muscarinic acetylcholine receptor M1 (Homo sapiens), P11229; in the data active = activation above about 19%, passing the limit was not always enough
Target sequence (P11229 whole entry, looked up): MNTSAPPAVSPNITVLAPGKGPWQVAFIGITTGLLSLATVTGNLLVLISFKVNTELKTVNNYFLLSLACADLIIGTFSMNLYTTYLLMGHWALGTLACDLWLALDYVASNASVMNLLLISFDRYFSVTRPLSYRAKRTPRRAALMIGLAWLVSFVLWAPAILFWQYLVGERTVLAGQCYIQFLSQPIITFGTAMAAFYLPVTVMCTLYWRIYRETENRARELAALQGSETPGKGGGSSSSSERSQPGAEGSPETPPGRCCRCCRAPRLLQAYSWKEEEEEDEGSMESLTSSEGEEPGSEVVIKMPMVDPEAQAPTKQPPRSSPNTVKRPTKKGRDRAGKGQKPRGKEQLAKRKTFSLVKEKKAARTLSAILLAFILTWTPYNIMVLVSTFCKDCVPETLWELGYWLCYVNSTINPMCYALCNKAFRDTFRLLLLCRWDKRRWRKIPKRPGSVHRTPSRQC
CHRM5 agonist = human M5 muscarinic receptor agonists, primary screen, CHO-K1 cells, Fluo-8 calcium fluorescence; CHO-K1 hM5 cells; 0% DMSO wells, 100% maximal acetylcholine response; activation, % at 3 µM; actives 0.19% (n = 360,000); AID 624037, 2012;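 active = activation above the run's mean over test compounds plus 3 SD, cut at about 23% in these data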;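 also: signal is peak over basal fluorescence ratio across the kinetic read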
M5 antag = human M5 muscarinic receptor antagonists, primary screen, CHO cells, Fluo-8 calcium fluorescence; Muscarinic acetylcholine receptor M5 (Homo sapiens), P08912; CHO-hM5 cells, ACh EC80; inhibition, % at 3 µM; actives 0.59% (n = 360,000); AID 624040, 2012;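 active = inhibition above a per-plate cutoff, the mean of that plate's test compounds plus 3 SD, cut at about 27% in these data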;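 also: 0% = acetylcholine EC80 with DMSO and 100% = DMSO without agonist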
M1 ag = human M1 muscarinic receptor agonists, primary screen, Fluo-8 calcium fluorescence, CHO-K1 cells, HTS. activation, % at 3 µM. actives 0.33% (n = 360,000). Muscarinic acetylcholine receptor M1 (Homo sapiens), P11229. CHO-K1 hM1, agonist mode; 0% DMSO, 100% acetylcholine EC100;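 active = activation above the run's mean compound activation plus 3 SD, cut at about 16% in these data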;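 also: peak over basal fluorescence ratio within a 140 s kinetic read after compound addition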
M1 antag = human M1 muscarinic receptor antagonists, primary screen, CHO-K1 cells, Fluo-8 calcium fluorescence, 1536-well; Muscarinic acetylcholine receptor M1 (Homo sapiens), P11229; CHO-K1 hM1, ACh EC80 antagonist; inhibition, % at 3 µM; actives 1.3% (n = 360,000); AID 588852, 2011;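 active = percent inhibition above its own plate's cutoff, namely the mean of that plate's compound wells plus 3 SD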;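 also: peak over basal fluorescence ratio during 140 s after agonist addition; 0% = ACh EC80 plus DMSO and 100% = DMSO alone without agonist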
CHRM4 antagonist = human M4 muscarinic receptor antagonists, primary screen, CHO cells, Fluo-8 calcium fluorescence | inhibition, % at 3 µM | actives 0.73% (n = 360,000) | AID 624125, 2012 | Muscarinic acetylcholine receptor M4 (Homo sapiens), P08173 | CHO-hM4 cells, ACh EC80;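 active = inhibition above its plate's cutoff, the mean inhibition of sample wells plus 3 SD, cut at about 27% in these data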;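 also: 0% = acetylcholine EC80 with DMSO and 100% = DMSO without agonist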
TAAR1 ag = human TAAR1 agonists, primary screen, Fluo-8 calcium fluorescence, CHO RD-HGA16 cells | vehicle wells 0%, saturating PEA agonist 100% | activation, % at 3 µM | actives 0.99% (n = 360,000) | AID 624467, 2012;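 active = activation above the mean activation of all test compounds in the run plus 3 SD, cut at about 38% in these data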
Target sequence (Q96RJ0 whole entry, looked up): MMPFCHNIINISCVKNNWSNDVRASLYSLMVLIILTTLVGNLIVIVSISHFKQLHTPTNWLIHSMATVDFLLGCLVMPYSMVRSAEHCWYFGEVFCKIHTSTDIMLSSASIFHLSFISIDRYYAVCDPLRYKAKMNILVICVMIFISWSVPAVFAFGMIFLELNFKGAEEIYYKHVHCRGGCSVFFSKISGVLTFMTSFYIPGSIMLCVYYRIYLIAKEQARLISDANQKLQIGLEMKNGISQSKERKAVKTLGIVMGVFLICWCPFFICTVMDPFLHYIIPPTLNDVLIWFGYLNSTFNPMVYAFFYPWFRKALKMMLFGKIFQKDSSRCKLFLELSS
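test system = CHO RD-HGA16 cells carrying human TAAR1 plus Gα16 | schedule = 17-24 h seeding, 75 min 37 °C dye, 30 min RT | compound dosing = 3 µM single concentration | control set = DMSO and PEA EC100 | replicates = n 1 | signal = Fluo-8 fluorescence, 5 s baseline then 140 s kinetic read | measure = percent activation vs PEA EC100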
* marks the source's active call; other numbers are inactive results; nt = not tested or not shown; & = joins results of further samples.

SMILES | M4 ag | CHRM5 PAM | M1 PAM | CHRM5 agonist | M5 antag | M1 ag | M1 antag | CHRM4 antagonist | TAAR1 ag
CC(C)Oc1ccc(/C(O)=C2/C(=O)C(=O)N(CCN3CCNCC3)C2c2cccc([N+](=O)[O-])c2)cc1 (stereo not drawn) | 1 | -1 | 13 | -4 | -19 | -2 | -28 | -5 | 0
O=C(O)CN1C(=O)C(=O)N(Cc2c(F)cccc2Cl)C1=O | 0 | -3 | 19 | -4 | 8 | -1 | -2 | -3 | -1
COc1ccc(C2=NO[C@@H]3C(=O)N(Cc4ccccc4)C(=O)[C@H]23)c(OC)c1 | 3 | -5 | 4 | 4 | -2 | -1 | -1 | -8 | 0
CN1CCN(C(=O)CN(C)S(=O)(=O)c2ccc(F)cc2)CC1 | 0 | -6 | -6 | -2 | 12 | 3 | 2 | 3 | 5
COc1ccc(NC(=O)c2ccc(-n3cncn3)c([N+](=O)[O-])c2)cc1OC | 2 | -4 | 13 | 3 | -2 | 0 | -11 | 2 | 4
Cc1ccc(C(=O)O)cc1S(=O)(=O)N1CCCC1 | 2 | 7 | 8 | 1 | -1 | -1 | -9 | 6 | 3
COc1ccc(NC(=O)C(=O)NCC(c2ccco2)N2CCc3ccccc3C2)cc1 (stereo not drawn) | 2 | -2 | -3 | -2 | 4 | -3 | 9 | -7 | 62*
CCOc1ccc2[nH]c(=O)c(CN(CCc3ccccc3)C(=O)c3cnccn3)cc2c1 | 1 | -3 | 1 | 2 | -3 | -3 | 5 | 3 | 4
CC1CCCCN1c1ncnc2ccccc12 (stereo not drawn) | 10 | -13 | -10 | 3 | 17 | 1 | 17 | 10 | 16
Cc1nc(SCCC(=O)O)c2ccccc2n1 | 2 | -4 | 14 | 0 | 7 | 3 | -8 | -2 | 1
CCCc1ccc(C(O)c2ncc(-c3ccc(OC)cc3)[nH]2)cc1 (stereo not drawn) | 2 | 4 | 4 | 0 | -2 | -2 | -6 | 6 | 1
COc1cccc(Oc2cn[nH]c2-c2ccc(OCC(=O)NN)cc2O)c1 | 2 | 0 | -2 | 2 | 5 | 0 | 9 | 8 | 4
Clc1cccc(-c2nc(-c3ccccn3)no2)c1 | 1 | -6 | 1 | -2 | 1 | -2 | -15 | -3 | 10
COc1cccc(-c2cc(NC=O)c3ncc(-c4ccc(F)c(Cl)c4)n3c2)c1 | 0 | -4 | 3 | 0 | 1 | 1 | -9 | 14 | 13
Cc1ccc(C2NC(=NCc3ccccc3)Nc3nc(C)cc(=O)n32)cc1 (stereo not drawn) | 0 | 0 | 3 | -5 | 4 | -6 | -2 | 5 | 7
COc1cccc(OC)c1C(=O)NC(=S)NCc1cccnc1 | 0 | 2 | 13 | -3 | 4 | -2 | -11 | 2 | 1
O=C(CCSc1ccccc1)N1CCN(c2ccccc2)CC1 | 4 | 7 | 7 | -4 | -26 | -8 | -13 | -15 | 7
Cn1c(CNc2ccc(O)cc2)nc2ccccc21 | 1 | -1 | 6 | 0 | -1 | 2 | -3 | 10 | 0
Nc1nn2c(C(F)(F)F)cc(=O)[nH]c2c1N=Nc1cccc(F)c1 | 0 | -4 | 4 | -5 | -6 | -6 | 6 | 0 | nt
COc1ccc(N2CCN(C(=O)COc3ncnc4ccccc34)CC2)cc1 | 2 | 2 | 5 | 0 | 1 | -4 | -1 | 2 | 0
Cc1ccccc1-c1cnc(C(O)c2ccccc2)[nH]1 (stereo not drawn) | 1 | 1 | 5 | -1 | -1 | -4 | -12 | 2 | 3
Cn1nnnc1SCC(=O)NCc1ccc2c(c1)OCO2 | 2 | 5 | 9 | -1 | -2 | -4 | -6 | -5 | 1
Cc1ccn2cc(-c3ccc4c(c3)NC(=O)CO4)nc2c1 | 0 | 7 | 7 | -3 | 1 | 1 | -8 | 10 | 0
COC(=O)C1(CCSC)NC(c2ccc(O)c(OC)c2)C2C(=O)N(c3ccc(C)cc3)C(=O)C21 (stereo not drawn) | 5 | -4 | 4 | 6 | -13 | 25* | -5 | -9 | 8
CCCCC(=O)NCc1ccc(Cl)cc1 | 2 | 1 | 6 | -1 | -4 | -6 | -3 | -6 | 0

Seven entries already listed, ordered by number of heavy atoms, low to high:
SMILES | M4 ag | CHRM5 PAM | M1 PAM | CHRM5 agonist | M5 antag | M1 ag | M1 antag | CHRM4 antagonist | TAAR1 ag
CCCCC(=O)NCc1ccc(Cl)cc1 | 2 | 1 | 6 | -1 | -4 | -6 | -3 | -6 | 0
CC1CCCCN1c1ncnc2ccccc12 (stereo not drawn) | 10 | -13 | -10 | 3 | 17 | 1 | 17 | 10 | 16
Cc1ccc(C(=O)O)cc1S(=O)(=O)N1CCCC1 | 2 | 7 | 8 | 1 | -1 | -1 | -9 | 6 | 3
Cn1nnnc1SCC(=O)NCc1ccc2c(c1)OCO2 | 2 | 5 | 9 | -1 | -2 | -4 | -6 | -5 | 1
O=C(CCSc1ccccc1)N1CCN(c2ccccc2)CC1 | 4 | 7 | 7 | -4 | -26 | -8 | -13 | -15 | 7
COc1cccc(Oc2cn[nH]c2-c2ccc(OCC(=O)NN)cc2O)c1 | 2 | 0 | -2 | 2 | 5 | 0 | 9 | 8 | 4
COC(=O)C1(CCSC)NC(c2ccc(O)c(OC)c2)C2C(=O)N(c3ccc(C)cc3)C(=O)C21 (stereo not drawn) | 5 | -4 | 4 | 6 | -13 | 25* | -5 | -9 | 8

Next records.
SMILES | M4 ag | CHRM5 PAM | M1 PAM | CHRM5 agonist | M5 antag | M1 ag | M1 antag | CHRM4 antagonist | TAAR1 ag
COc1ccccc1NC(=O)c1c(C)cc(=O)oc1C | 0 | -3 | 1 | -1 | -6 | -3 | -2 | -16 | 17
O=S(=O)(Nc1ccc(OC(F)(F)F)cc1)c1cccc2nonc12 | 2 | 4 | 11 | 5 | 3 | 2 | 1 | -2 | 9
CCOc1ccc2c(ccc(/C=C/c3cc(C)c4cccnc4c3O)[n+]2C)c1 | 0 | 6 | -3 | -5 | -3 | -9 | -2 | -23 | nt
Cc1cc(C)c(-c2cc(C(=O)Nc3c(C)n(C)n(-c4ccccc4)c3=O)[nH]n2)c(O)c1 | 0 | 5 | 10 | -1 | -2 | -3 | -10 | 3 | 4
COc1ccc(/C=N/N2CCN(C3c4ccccc4-c4ccccc43)CC2)cc1OC | 1 | 0 | 0 | 0 | -3 | -3 | 0 | 4 | 2
CC(=O)c1ccc(C(=O)N2CCC(CO)(Cc3cccc(C(F)(F)F)c3)CC2)cc1 | 8 | -6 | 3 | 0 | 7 | -1 | -8 | -7 | 9
NCC(=O)NCC(=O)NC[C@H]1O[C@@H](n2ccc(=O)[nH]c2=O)[C@H](O)[C@@H]1O | 0 | -5 | 2 | 1 | 7 | -1 | -5 | 2 | 0
Cc1nn(Cc2ccccc2)c(C)c1NC(=O)CCCn1nc([N+](=O)[O-])cc1C | 0 | -3 | 2 | -1 | 6 | -4 | -2 | 0 | 0
COc1ccc(CC(=O)NC(C)(C)C)cc1S(=O)(=O)N1CCOCC1 | 1 | -1 | 8 | 0 | 0 | -4 | -8 | 2 | 2
CCCn1nnnc1SCC(=O)NCc1cccs1 | 1 | 3 | 7 | -4 | 3 | 3 | 2 | 7 | 2
O=C(CN1CCOCC1)Nc1ccc(OC(F)(F)F)cc1 | 0 | -3 | 8 | -1 | 11 | -5 | -14 | -2 | 1
Cc1ccc(NC(=O)COC(=O)Cn2nc(C)c([N+](=O)[O-])c2C)c([N+](=O)[O-])c1 | 4 | 4 | 2 | 2 | -20 | -5 | -1 | -10 | 3
CCOc1ccc2[nH]c3c(NCCc4ccc(OC)c(OC)c4)ncnc3c2c1 | 13 | -19 | -8 | -5 | 7 | -3 | 1 | -32 | 6
Cc1cccc(NC(=O)CCSc2nc(C)cc(C)n2)c1 | 0 | -4 | 4 | 1 | 5 | 2 | 6 | -7 | 8
Cc1nnc2n1N=CC=C(C(C)(C)C)S2 | 0 | 2 | 4 | -1 | -7 | -4 | 2 | 2 | 0
Cc1ccc(OCC(=O)NNC(=S)NCc2ccccc2)cc1 | 0 | -1 | 12 | -2 | 5 | -8 | -2 | 8 | 6
O=C(CCc1ccccc1)OCC(=O)c1cccc([N+](=O)[O-])c1 | 0 | 7 | 7 | -4 | -1 | -6 | -1 | 1 | -1
COc1ccc(OC)c(NC(=O)c2ccccc2NC(=O)c2ccco2)c1 | 7 | -2 | -10 | -3 | 4 | -2 | 31 | 8 | 2
O=C(NC(=S)NCc1ccccc1Cl)c1cccs1 | -2 | -2 | -3 | -7 | 9 | -6 | -7 | -5 | -2
CCN(CC)N=Nc1ccc(S(=O)(=O)Nc2nc(C)cc(C)n2)cc1 | 1&2 | -7&6 | 4&-2 | -4&0 | 7&-10 | -2&-4 | 0&-4 | -2&4 | 5&5
CCOCCCNC(=O)C(NC(=O)c1ccc(NC(C)=O)cc1)c1ccc(OC)cc1 (stereo not drawn) | 1 | 3 | 8 | 1 | -3 | -3 | -13 | 5 | 1
COc1cccc(NC(=O)CSc2nnc(-c3cc(C)n(-c4ccccc4)c3C)o2)c1 | 1 | -3 | 2 | -3 | -1 | -1 | -27 | -8 | 1
CC[n+]1ccc(C)c2cc(S(=O)C(F)(F)F)ccc21 (stereo not drawn) | 0 | 1 | 1 | -3 | -2 | -5 | 2 | 8 | nt
Cc1ccc(S(=O)(=O)/N=C(\N)Nc2nc(C)c3cc(C)ccc3n2)cc1 | -2 | 4 | -8 | -7 | -3 | -6 | 9 | -4 | -1

Screens from PubChem BioAssay.

A portion of the library, so the mix of outcomes need not match the whole.
